NLRP3 yeast inh: NALP3 inflammasome inhibitors in reconstituted yeast, primary screen, luminescence, uHTS | Yeast reconstituted NLRP3/ASC/caspase-1, beta-gal luminescence, 24 h | AID 2825, 2010 | 330,000 compounds, 0.39% hits | inhibition, % at 10 µM;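 active = inhibition of 50% or more; inactive = inhibition below 50%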;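 also: plate controls were induced DMSO wells for no effect and uninduced yeast grown without galactose for full effect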
TIM10 inh: growth inhibitors of isogenic TIM10 control yeast, primary screen, counter-screen for tim10-1 yeast inhibitor project, luminescence, uHTS | inhibition, % at 10 µM | 330,000 compounds, 1.4% hits | S. cerevisiae TIM10 strain growth, BacTiter-Glo luminescence, 24 h | AID 463195, 2010;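 active = inhibition of 40% or more at the single tested concentration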;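 also: wild-type TIM10 isogenic control strain grown at permissive 25 °C; 0% = DMSO yeast wells and 100% = minimal medium wells without yeast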
tim10-1 inh: growth inhibitors of tim10-1 mutant yeast, primary screen, luminescence, uHTS; 330,000 compounds, 2.2% hits; inhibition, % at 20 µM; AID 463190, 2010; S. cerevisiae tim10-1 ts strain growth, BacTiter-Glo, 24 h;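 active = inhibition of at least 40%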;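 also: mutant grown at 25 °C; 0% = DMSO wells with yeast and 100% = wells holding no yeast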
hIAP block: human IAP inhibitors, primary screen, biochemical, luminescence, uHTS. inhibition, % at 10 µM. 330,000 compounds, 0.12% hits. AID 2544, 2010. purified IAP, CDP-Star luminescence, 30 min;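 active = inhibition reaching a set limit with compound at 10 µM in the primary screen, cut at about 35% in these data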;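 also: plate controls were DMSO wells with enzyme for no effect and no-enzyme buffer wells for full effect; values of inactives mirror those of a sister screen read the other way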
ATG4B inhibitor: ATG4B protease inhibitors, primary screen, biochemical, fluorescence, uHTS; Cysteine protease ATG4B (Homo sapiens), Q9Y4P1; ATG4B cleavage of LC3-PLA2, NBD-HPC fluorescence, 1 h; inhibition, % at 8.33 µM; 340,000 compounds, 0.51% hits; in the data active = inhibition above about 40%
mIAP activ: activators of mouse IAP, primary screen, biochemical, luminescence, uHTS. muIAP, CDP-Star luminescence, 30 min; active compounds read high; 1 = vehicle-only enzyme signal, 0 = enzyme-free wells. activation factor at 10 µM. 330,000 compounds, 0.24% hits. AID 2805, 2010;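 active = activation factor of at least 2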; also: the source names both 10 and 20 µM as test concentration; values of inactives mirror those of a sister screen read the other way
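System: mouse IAP enzyme. Reagent: CDP-Star chemiluminescent phosphatase substrate. Benchmarks: DMSO wells, no-enzyme wells. Times: 30 min enzyme-substrate-compound incubation at room temperature. Detection: luminescence from enzymatic CDP-Star hydrolysis. Doses: test compounds delivered from DMSO solution.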
hIAP activ: human IAP activators, primary screen, biochemical, luminescence, uHTS; Intestinal-type alkaline phosphatase (Homo sapiens), P09923; purified human IAP, CDP-Star luminescence, 30 min; active compounds read high; 1 = vehicle-only enzyme, 0 = enzyme-free background; activation factor at 10 µM; 330,000 compounds, 0.16% hits;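 active = activation factor of the enzyme at least 2-fold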; also: the source names both 10 and 20 µM as test concentration; values of inactives mirror those of a sister screen read the other way
mIAP block: inhibitors of mouse IAP, primary screen, biochemical, luminescence, uHTS; intestinal alkaline phosphatase [Mus musculus]; purified mouse IAP, CDP-Star luminescence, 30 min; inhibition, % at 10 µM; 330,000 compounds, 0.2% hits; AID 2806, 2010;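 active = inhibition of at least 40% at 10 µM in the primary screen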;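 also: plate controls were DMSO with enzyme for no effect and no enzyme wells for full effect; values of inactives mirror those of a sister screen read the other way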
Apaf1 inhib: inhibitors of human Apaf-1 apoptosome, primary screen, biochemical, DEVD-Rh110 fluorescence, uHTS; 330,000 compounds, 0.71% hits; AID 489030, 2010; inhibition, % at 20 µM; Apoptotic protease-activating factor 1 (Homo sapiens), O14727; reconstituted apoptosome caspase-3 activity; active = inhibition of at least 40% at 20 µM;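 also: plate controls were DMSO wells for no effect and DEVD-CHO caspase inhibitor wells for full effect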
Target sequence (O14727 whole entry, looked up): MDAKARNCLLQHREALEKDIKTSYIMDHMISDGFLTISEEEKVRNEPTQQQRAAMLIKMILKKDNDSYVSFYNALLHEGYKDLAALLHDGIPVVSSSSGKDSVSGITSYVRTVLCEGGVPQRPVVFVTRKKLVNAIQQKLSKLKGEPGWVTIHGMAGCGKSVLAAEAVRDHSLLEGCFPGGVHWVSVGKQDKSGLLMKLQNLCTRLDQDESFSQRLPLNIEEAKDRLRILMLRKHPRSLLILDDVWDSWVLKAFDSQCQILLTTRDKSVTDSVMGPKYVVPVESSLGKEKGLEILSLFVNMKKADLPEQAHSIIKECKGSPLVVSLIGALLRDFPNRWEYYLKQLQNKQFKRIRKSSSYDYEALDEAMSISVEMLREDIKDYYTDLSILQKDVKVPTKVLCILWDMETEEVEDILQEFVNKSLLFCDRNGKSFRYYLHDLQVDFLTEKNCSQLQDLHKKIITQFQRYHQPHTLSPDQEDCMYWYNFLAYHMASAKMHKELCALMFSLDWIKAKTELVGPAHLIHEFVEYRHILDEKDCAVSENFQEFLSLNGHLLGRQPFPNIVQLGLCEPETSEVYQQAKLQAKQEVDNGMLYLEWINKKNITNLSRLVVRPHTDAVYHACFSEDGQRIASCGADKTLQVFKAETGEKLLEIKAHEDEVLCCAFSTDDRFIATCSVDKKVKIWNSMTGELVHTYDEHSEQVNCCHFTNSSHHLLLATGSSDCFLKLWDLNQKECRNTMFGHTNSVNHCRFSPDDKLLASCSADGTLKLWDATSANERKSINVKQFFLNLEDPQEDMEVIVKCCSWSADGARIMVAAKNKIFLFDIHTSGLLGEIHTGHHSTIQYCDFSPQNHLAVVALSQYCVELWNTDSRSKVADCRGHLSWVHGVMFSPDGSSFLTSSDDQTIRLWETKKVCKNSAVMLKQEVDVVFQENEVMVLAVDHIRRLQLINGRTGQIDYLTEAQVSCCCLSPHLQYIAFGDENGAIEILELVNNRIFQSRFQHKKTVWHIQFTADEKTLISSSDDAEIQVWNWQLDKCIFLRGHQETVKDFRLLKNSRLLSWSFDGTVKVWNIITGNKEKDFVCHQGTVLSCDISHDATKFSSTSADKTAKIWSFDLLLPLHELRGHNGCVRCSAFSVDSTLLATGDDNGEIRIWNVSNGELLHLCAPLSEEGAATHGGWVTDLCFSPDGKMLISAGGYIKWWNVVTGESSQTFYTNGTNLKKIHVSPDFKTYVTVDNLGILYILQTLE
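Material: cell-free apoptosome with Apaf-1, procaspase-3 and caspase-9; Buffer or medium: Hepes pH 7.5 with detergent and BSA; Reagent: cytochrome c trigger plus (Z-DEVD)2-Rh110 caspase-3 substrate; Times: compound with Apaf-1, dATP, procaspase-3 30 min, then 50 min reaction, room temperature; Technique: Rh110 fluorescence intensity.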
* marks the source's active call; other numbers are inactive results; . = no result given.

SMILES	NLRP3 yeast inh	TIM10 inh	tim10-1 inh	hIAP block	ATG4B inhibitor	mIAP activ	hIAP activ	mIAP block	Apaf1 inhib
Cc1cccc(N(CC(=O)NC2CCCC2)C(=O)c2csnn2)c1C	19	16	-6	2	-14	1	0.98	0	-2
CC(=O)c1c(N2CCN(c3ccccn3)CC2)nc(=S)n(-c2ccccc2)c1C	9	-1	21	-16	-3	0.96	1.2	4	2
OC(COCc1ccccc1)CN1CCN(c2ccccc2)CC1 (stereo not given)	-10	6	8	12	-8	0.97	0.88	3	-3
Cc1ccc(SCCC(=O)NCCSCc2ccccc2C)cc1	11	17	20	-17	30	1.2	1.2	-16	12
CC(C)(CNC(=O)CNC(=O)c1ccccc1F)N1CCOCC1	4	14	-4	-7	1	0.97	1.1	3	1
CCOC(=O)c1c(CN2CCOCC2)n(-c2ccccc2)c2cc(Br)c(OC)cc12	6	19	15	7	-6	0.91	0.93	9	26
Cc1cccc(-n2c(CNC(=O)c3ccccc3)nnc2SCC(=O)Nc2nccs2)c1	2	-6	5	7	1	1	0.93	-2	1
CN(C)CCCOC(=O)c1ccc(Br)cc1	20	12	8	-16	-4	1	1.2	-5	4
Cc1cc(=O)oc2c(C)c(OCC(=O)NCCN3CCOCC3)ccc12	2	-6	6	-10	-2	1	1.1	-3	-9
CC(O)c1ccc(-n2cnnn2)cc1 (stereo not given)	6	-7	11	-4	4	0.99	1	1	2
CCOc1ccc(C(=O)NC(C(=O)NCc2cccnc2)C(C)C)cc1 (stereo not given)	4	-2	23	-16	-6	0.99	1.2	0	-7
CCOC(=O)Cn1nnnc1C(C(C)C)N(Cc1cc2c(C)cc(C)cc2[nH]c1=O)C1CCCC1 (stereo not given)	1	22	22	-20	-19	0.98	1.2	2	26
COc1cccc(NC(=O)c2ccc(OC(F)(F)F)cc2)c1	50*	15	4	13	-3	0.97	0.87	3	2
O=C(NC(=O)c1ccccc1O)c1ccc(C(F)(F)F)cc1	-1	18	13	-16	1	1.1	1.2	-6	8
CC1(C)Cc2cccc(OCC(=O)NCc3cccs3)c2O1	22	15	23	-8	5	1	1.1	-2	-5
CCN(CC)CCC(=O)NN	-5	3	8	17	-3	0.98	0.83	2	4
O=C(Cn1[nH]c(=O)c2ccccc2c1=O)NNC(=O)c1ccccc1	-6	-8	-15	-12	4	0.96	1.1	4	-28
CCOc1cccc(/C=N/N2C(C)CCCC2C)c1O (stereo not given)	22	-6	14	11	0	0.95	0.89	5	2
CC1CCCN(CCCNC(=O)CCn2nc(-c3ccccc3)ccc2=O)C1 (stereo not given)	-2	-1	-5	10	3	0.99	0.9	1	2
NCCCC[C@H](N)c1nnc([C@H](CCC(=O)O)NC(=O)C2CCNCC2)o1	14	-2	-6	3	2	0.97	0.97	3	-5
Cc1ccc(N(C(=O)Cc2cccs2)C(C(=O)NC2CCCCC2)c2ccccn2)cc1C (stereo not given)	13	34	24	5	-2	0.96	0.95	4	26
O=C(O)CSc1nnc(-c2cccs2)n1-c1ccc(Cl)cc1	1	1	11	7	-5	0.95	0.93	5	0
OCCNC(=S)Nc1cccc(Cl)c1Cl	9	2	-5	-2	-2	1	1	-3	-7
Cc1ccc(OCCNC(=O)c2ccccc2N)cc1	4	-6	-23	2	0	0.99	0.98	1	-3
CCn1c(N)c(C(=O)NCc2ccco2)sc1=S	22	9	4	-11	0	0.97	1.1	3	-2
C/C(=C\C(=O)c1ccccc1)Nc1ccc(O)cc1	-8	8	13	-8	0	0.91	1.1	9	10
C=CC(n1cncn1)C(O)(c1ccccc1)c1ccccc1 (stereo not given)	13	-218	-45	-3	-12	1.1	1	-13	2
COc1ccccc1C(=O)N(Cc1sccc1C)C1CCS(=O)(=O)C1 (stereo not given)	-18	6	19	12	-4	0.89	0.88	11	-3
CC(C)[C@H](NC(=O)c1cc2cc(Cl)ccc2n1C)C(=O)N1CCC(C(=O)O)CC1	-3	-19	23	1	11	0.99	0.99	1	2
COc1cc(NC(=O)C2CCCCN2)ccc1OCC(C)C (stereo not given)	-6	2	15	-33	-1	1.1	1.3	-12	9
c1ccc(CCCCNCC2COc3ccccc3O2)cc1 (stereo not given)	19	0	-5	-5	4	0.94	1.1	6	8
CCOc1ccc2nc(SCC(=O)NCc3ccc4c(c3)OCO4)[nH]c2c1	-8	-3	23	-18	-8	1.1	1.2	-8	6
CC1(C)Cc2c(sc3c2c2ncnn2c2nnc(SCC(=O)NCc4ccco4)n32)CO1	2	3	4	1	3	1	0.99	-1	-4
CCCCCCCCOC(=O)CCc1c(C)[nH]c(=S)[nH]c1=O	25	4	15	-10	-3	0.99	1.1	1	15
COc1ccc(Nc2nc(C)nc3c2oc2ccccc23)cc1	16	28	38	13	2	0.97	0.87	3	7
Cc1ccc(Cn2ncc3c(N4CCN(C)CC4)ncnc32)cc1	11	13	15	2	-8	1.1	0.98	-10	-8
CN(C1CCCCC1)S(=O)(=O)c1ccc2[nH]c(=O)oc2c1	7	-7	9	1	6	1	0.99	0	-23
COc1ccccc1/C=C1/SC(=S)N(C(C)C(=O)NC2C=CS(=O)(=O)C2)C1=O (stereo not given)	15	13	19	16	-2	0.94	0.84	6	12
COc1ccc(CCNC(=O)c2cc(C(C)C)on2)cc1OC	14	-26	-24	17	0	0.96	0.83	4	5
COc1cccc(C(=O)c2c(-c3ccccc3)ncc3cc(OC)c(OC)cc23)c1	.	-13	21	.	-13	1	.	-2	20
CC(C)(C)C1CCc2c(sc3c2C(=O)NC(c2ccco2)N3)C1 (stereo not given)	9	23	28	-46	3	0.86	1.5	14	5
Cc1cc(Br)c2c(c1)/C(=C/C(=O)c1cccs1)C(=O)N2	1	50*	47*	0	-10	0.92	1	8	16
COc1ccc(C(C)=O)cc1CSc1nc2cc(Cl)ccc2o1	16	-7	33	-32	2	0.95	1.3	4	14
Cc1c(C(=N)C(C#N)C#N)c(=N)oc2c1ccc1ccccc12	4	35	41*	-6	-9	1	1.1	0	17
Cc1cc2nc(C3CCN(C(=S)NCC(C)C)CC3)[nH]c2cc1C	0	6	13	8	-2	1	0.92	-4	-9
O=C(NC1CCC(O)CC1)c1ccc(-c2ccc(Cl)cc2)o1 (stereo not given)	13	3	19	14	-5	0.96	0.86	4	4
Cc1cc(C)c(S(=O)(=O)n2ccc3ccccc32)c(C)c1	18	-20	-5	-20	-3	1.1	1.2	-5	-1
NC(=O)c1nn(CC(=O)Nc2cccc(S(=O)(=O)N3CCCC3)c2)c(=O)c2ccccc12	10	1	0	2	-4	0.97	0.98	3	4
Cc1cc(NC(=O)CSc2nnc(C)n2-c2ccccc2C)no1	19	10	-2	-6	6	0.97	1.1	3	-6
O=C(CCN1CCN(Cc2ccccc2)CC1)NNC(=O)Nc1cccc(Cl)c1	-7	13	-10	-57	3	0.98	1.6	2	7
CC12CCC(C(=O)NNC(=O)c3ccccc3)(OC1=O)C2(C)C (stereo not given)	11	8	-2	0	19	0.9	1	10	-3
CCN(c1cccc(C)c1)C1C(=O)c2ccccc2N1C(C)=O (stereo not given)	4	-1	26	11	-2	1	0.89	-4	8
CC(=O)N1CCCc2cc(S(=O)(=O)NC(C(=O)NC3CCCCC3)C(C)C)ccc21 (stereo not given)	2	6	9	9	0	0.99	0.91	1	-7
COc1ccccc1N(CN1CCCC1=O)C(=O)c1ccccc1F	-4	8	18	0	17	1.1	1	-7	9
COc1nc(N(C#N)CC(N)=O)nc(N2CCCC2)n1	11	3	-6	-11	-3	0.98	1.1	2	8
CCC(=O)Nc1c(-c2ccc(OC)cc2)c(=O)c2ccccc2n1C	14	3	11	6	1	0.96	0.94	4	-3
CCN1C(=O)C2C(c3cccc(F)c3)NC(CC)(C(=O)OC)C2C1=O (stereo not given)	4	-17	17	1	-9	1	0.99	-1	8
COc1ccc(/C=C/C(=O)OCC(=O)N2CCCC2)c(OC)c1	9	4	-12	17	-7	0.9	0.83	10	-40
O=C(c1ccccc1NS(=O)(=O)c1cccs1)N1CCOCC1	-6	-5	21	-9	-3	1	1.1	0	6
COc1ccc(S(=O)(=O)NCCc2c[nH]c3ccc(C)cc23)cc1	24	-11	-9	-5	7	1	1.1	-2	9

Another view of part of the listing above.
| SMILES | NLRP3 yeast inh | TIM10 inh | tim10-1 inh | hIAP block | ATG4B inhibitor | mIAP activ | hIAP activ | mIAP block | Apaf1 inhib |
| --- | --- | --- | --- | --- | --- | --- | --- | --- | --- |
| O=C(NC1CCC(O)CC1)c1ccc(-c2ccc(Cl)cc2)o1 (stereo not given) | 13 | 3 | 19 | 14 | -5 | 0.96 | 0.86 | 4 | 4 |
| Cc1cc(C)c(S(=O)(=O)n2ccc3ccccc32)c(C)c1 | 18 | -20 | -5 | -20 | -3 | 1.1 | 1.2 | -5 | -1 |
| NC(=O)c1nn(CC(=O)Nc2cccc(S(=O)(=O)N3CCCC3)c2)c(=O)c2ccccc12 | 10 | 1 | 0 | 2 | -4 | 0.97 | 0.98 | 3 | 4 |
| Cc1cc(NC(=O)CSc2nnc(C)n2-c2ccccc2C)no1 | 19 | 10 | -2 | -6 | 6 | 0.97 | 1.1 | 3 | -6 |

Next section
SMILES	NLRP3 yeast inh	TIM10 inh	tim10-1 inh	hIAP block	ATG4B inhibitor	mIAP activ	hIAP activ	mIAP block	Apaf1 inhib
C=CCn1c(COc2ccccc2C)nnc1SCC(=O)O	-2	0	-16	-11	-9	1.1	1.1	-10	-5
CC(=O)O/N=C/c1c(C)c(C=O)n2ccccc12	-6	-2	-17	-5	-1	0.96	1.1	4	3
CCCCN1C(=N)N([C@@H](CCC)CN2CCC[C@H]2CN2C(N)=NC[C@@H]2Cc2ccccc2)C[C@H]1Cc1ccccc1	19	-4	-15	-10	11	1.4	1.1	-40	34
COc1ccccc1-c1nnc(-c2ccc(N3CCOCC3)cc2)o1	11	36	34	5	-23	1	0.95	-2	21
Cc1cc(C)nc(N/N=C/c2cc(Br)ccc2O)n1	38	-4	-31	-61	27	1.1	1.6	-12	-5
COc1ccc(/C(N)=N/OC(=O)C2CCC(=O)N2S(=O)(=O)c2ccc(C)cc2)cc1 (stereo not given)	23	9	-2	3	-8	0.94	0.97	6	12
NC(=O)NC(CC(=O)NNC(=O)c1ccccn1)c1ccccc1Cl (stereo not given)	17	-8	-4	-65	2	0.81	1.7	19	-7
C/C(Cn1nc([N+](=O)[O-])cc1C)=N\NC(=O)c1ccc(C(C)(C)C)cc1	16	11	18	-22	-11	1	1.2	-2	7
OC(CCN1CCC2(CC1)OCCO2)C(F)(F)F (stereo not given)	-4	-6	1	1	-3	0.88	0.99	12	-9
COC(=O)CNC(=O)c1cc(-c2ccncc2)nc2ccc(C)cc12	3	10	11	8	-4	0.96	0.92	4	5
CCCCNC(=O)CSc1nnc(-c2c[nH]c3ccccc23)n1CC1CCCO1 (stereo not given)	-1	-8	9	11	1	0.96	0.89	4	-14
O=C(Nc1ccc2nn(-c3ccccc3)nc2c1)c1ccc2c(c1)OCO2	18	6	2	-14	-2	0.96	1.1	4	-6
